KOR beta-arrestin-1 – KOR agonists, beta-arrestin recruitment, primary screen, cell-based, luminescence, uHTS (AID 1777). activation, % at 10 µM, or EC50 in µM where a hit was titrated. KOR beta-arrestin recruitment, luminescence; higher % means a stronger effect. Kappa-type opioid receptor (Homo sapiens). 0.02% of 280,000 active; in the data active = activation above about 50%, passing the limit was not always enough; note: a part of the inactive calls stands beside numbers as strong as those of hits
HEK293 NOD2/NF-kB – NOD2 signaling inhibitors, cell-based, luminescence, uHTS, HEK293 (AID 1566); HEK293 NOD2/NF-kB luciferase reporter, luminescence; higher % means a stronger effect; 0.63% of 290,000 active; inhibition, % at 4 µM, or EC50 in µM where a hit was titrated; note: many of its hits are not listed in these tables
GPR55 activation – GPR55 agonists via beta-arrestin recruitment, primary screen, imaging, U2OS cells, beta-arrestin-GFP redistribution (AID 1961). G-protein coupled receptor 55 (Homo sapiens). U2OS GPR55 beta-arrestin-GFP redistribution imaging; higher % means a stronger effect. activation, % at 10 µM, or EC50 in µM where a hit was titrated. 0.048% of 290,000 active;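 active = activation above 40% with more than 50 cells counted in the well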;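 note: U2OS osteosarcoma cells stably expressing GPR55 and beta-arrestin-GFP; plate controls were DMSO negative control for no effect and LPI positive control for full effect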
MgcRacGAP inhibition – MgcRacGAP GTPase-activating activity inhibitors, confirmation, biochemical, ADP Hunter fluorescence; Rac GTPase-activating protein 1 (Homo sapiens); MgcRacGAP-stimulated Rac1 GTP hydrolysis, ADP Hunter fluorescence; higher % means a stronger effect; GST-tagged Rac1 F28L mutant substrate; inhibition, % at 30 µM; hits with a dose series show IC50 in µM; 0.6% of 340,000 active; AID 624330, 2012;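 active = first-screen hits whose inhibition reached a set limit at any dose in the follow-up dose series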;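 note: fluorescence reports GDP produced by GAP-driven GTP hydrolysis; strong numbers were not always called active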
HIV peptide binding – inhibitors of HIV fusion peptide binding, primary screen, biochemical, uHTS, fluorescence dequenching (AID 1986); cell-free peptide binding, fluorescence dequenching, 30 min; higher % means a stronger effect; inhibition, % at 20 µM, or IC50 in µM where a hit was titrated; 0.3% of 290,000 active; in the data active = inhibition mostly above about 52%, no sharp cut-off; inactive = mostly below about 76%; note: some results filed as inactive read as strong as hits
NOD1 NF-kB reporter – NOD1 signaling inhibitors, primary screen, cell-based, luminescence, uHTS (AID 1578); 1% of 290,000 active; inhibition, % at 4 µM; hits with a dose series show EC50 in µM; NOD1-driven NF-kB luciferase reporter cells, luminescence; higher % means a stronger effect; in the data active = inhibition mostly above about 36%, no sharp cut-off; inactive = mostly below about 34%;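 note: HEK-293T reporter cells stimulated with the NOD1 agonist gamma-tri-DAP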
Large T inhibition – SV40 large T antigen inhibitors, biochemical (AID 1903); SV40 large T antigen ATPase/helicase inhibition assay; higher % means a stronger effect; inhibition, % at 20 µM, or IC50 in µM where a hit was titrated; 0.39% of 310,000 active; in the data active = a potency from the dose series; note: strong numbers were not always called active
GPR55 antagonists – GPR55 antagonists blocking LPI-driven arrestin recruitment, primary screen, imaging, U2OS, beta-arrestin-GFP, LPI agonist (AID 2013). G-protein coupled receptor 55 (Homo sapiens). U2OS GPR55 beta-arrestin-GFP translocation imaging, LPI antagonism; higher % means a stronger effect. inhibition, % at 10 µM; hits with a dose series show IC50 in µM. 0.13% of 290,000 active;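 active = spots per cell inhibited over 60%, with over 100 cells counted and total cytoplasm intensity under 500,000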;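 note: U2OS cells stably carrying GPR55 and arrestin-GFP stimulated by 5 µM LPI near EC80; imaged beta-arrestin-GFP aggregate spots per cell after agonist stimulation; plate controls were LPI-stimulated DMSO wells for no effect and DMSO wells without LPI for full effect; some results filed as inactive read as strong as hits; confirmed hits need IC50 under 10 µM and bright autofluorescent wells are also inconclusive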
KOR beta-arrestin-2 – KOR antagonists, beta-arrestin recruitment, cell-based, luminescence, uHTS (AID 1778); 0.091% of 290,000 active; KOR beta-arrestin recruitment, luminescence, antagonist mode; higher % means a stronger effect; inhibition, % at 10 µM, or IC50 in µM where a hit was titrated; note: strong numbers were not always called active
* hit, by the source's call; x = no result given; [ ] = remark or other dose. Cut-off read from the data, not from the text of the source, unless noted: active = inhibition above about 50%; inactive = the rest. Some of the compounds tested, so the mix of outcomes need not match the whole.

compound	Large T inhibition	GPR55 activation	GPR55 antagonists	KOR beta-arrestin-2	HEK293 NOD2/NF-kB	NOD1 NF-kB reporter	KOR beta-arrestin-1	HIV peptide binding	MgcRacGAP inhibition
OC1(c2ccccn2)COc2ccccc2O1 (configuration not stated)	23%	0.0%	2%	-27%	-119%	26%	2.3%	-2.2%	-5%
O=[N+]([O-])c1ccc(CNC2CCCc3ccccc32)cc1 (configuration not stated)	10%	0.3%	-4%	-18%[20 µM]	0%	-18%	x	0.3%	23%
CC(C)CCN1C(=O)CCC1(C)C(=O)NC1CCCCCC1 (configuration not stated)	6%	0.3%	23%	3%	4%	-4%	2.6%	12%	3%
COc1ccc(C(C)NC(=O)C2C(=O)NC3(C)CC2c2ccccc2O3)cc1 (configuration not stated)	-4%	-0.1%	17%	26%	28%	-12%	-2.2%	-0.7%	8%
Cc1cccc(CCNC(=O)C2CCCN(S(=O)(=O)c3cccc4nsnc34)C2)c1 (configuration not stated)	6%	-0.1%	-5%	-29%	2%	25%	-1.6%	-2.0%	12%
CCOC(=O)c1cn(CC(=O)Nc2ccc(OC)cc2OC)nn1	6%	-0.2%	-1%	-11%	-8%	-35%	0.1%	-0.3%	3%
C=CC[N+]1(CC#CCOC(c2ccccc2)c2ccccc2)CCOCC1	11%	-0.2%	-9%	-33%	-20%	6%	3.0%	-0.7%	2%
CCOC(=O)N1CCN(C(=O)C2CCCN(S(=O)(=O)c3ccc(C)cc3)C2)CC1 (configuration not stated)	5%	-0.2%	5%	22%	-13%	-16%	-3.5%	0.4%	8%
Cc1ccc(C2CC(=O)NC(SCc3ccccc3)=C2C#N)o1 (configuration not stated)	14%	-0.4%	4%	13%	-4%	10%	-4.6%	-3.7%	4%
CNC(=O)Nc1cccc2cccnc12	10%	0.0%	4%	18%	-7%	-13%	-1.5%	-2.1%	-6%
Cc1ccc(S(=O)(=O)NC2(C(F)(F)F)C(=O)Nc3c2c(=O)[nH]c(=O)n3-c2ccccc2)cc1 (configuration not stated)	4%	0.2%	4%	-50%	5%	-26%	1.9%	-0.4%	5%
COc1ccc(OCC(=O)O/N=C(\N)c2ccc(OC)c(OC)c2)cc1	10%	0.7%	-4%	-10%	14%	2%	-0.1%	0.6%	5%
CCNc1nc(SC(C)C(=O)Nc2ccccc2)nc(N2CCOCC2)n1 (configuration not stated)	2%	-0.1%	-8%	-31%	-4%	-24%	9.8%	-0.6%	4%
Cn1c(=O)c2c(ncn2CC(=O)Nc2nccs2)n(C)c1=O	1%	-0.1%	0%	x	8%	9%	x	-0.6%	0%
CCOc1ccc(/C=N/N2C(C)CCCC2C)cc1OC (configuration not stated)	5%	-0.1%	9%	7%	9%	10%	-4.1%	1.4%	9%
COc1cc(/C=N/NC(=O)Cc2nnc(N)s2)cc(OC)c1OC	6%	-0.2%	-22%	4%	18%	-11%	2.3%	-1.3%	5%
COc1ccc(C(=O)NC(=S)Nc2ccc(S(=O)(=O)Nc3cc(C)on3)cc2)cc1OC	15%	-0.2%	-1%	26%	18%	-1%	-2.0%	0.4%	0%
O=C(N1CCOCC1)N1CCN(S(=O)(=O)c2ccccc2)C1	3%	-0.3%	-5%	9%	6%	3%	-2.9%	0.3%	6%
O=C(NCC1CCCO1)c1ccc(NC(=O)c2ccc([N+](=O)[O-])cc2)cc1 (configuration not stated)	1%	-0.4%	2%	-49%[20 µM]	32%	-13%	1.9%	-0.4%	3%
COc1ccc(S(=O)(=O)n2cnc3cc(C)c(C)cc32)cc1	30%	-0.3%	3%	-8%	7%	28%	3.6%	1.9%	8%
CCN(CC)c1ccc(N2C(=O)c3ccccc3C2=O)cc1	6%	-0.1%	-10%	-3%	-20%	-39%	0.4%	1.4%	9%
Cc1ccc(CCN2CC(C(=O)NCCN3CCOCC3)CC2=O)cc1 (configuration not stated)	15%	-0.1%	5%	-31%	-2%	-18%	2.8%	-0.1%	x
CCc1ccccc1N(CC(=O)NC(C)(C)CC)C(=O)CCC(=O)Nc1nccs1	6%	0.6%	6%	3%	9%	13%	3.0%	0.2%	-8%
CC(C)c1c(C(=O)N/N=C/c2cccc(OCc3ccc(F)cc3)c2)nnn1-c1nonc1N	24%	-0.2%	19%	-26%	11%	0%	1.7%	3.5%	9%
CCc1ccccc1NC(=O)CCc1c(C)nc(SC)nc1C	12%	0.3%	8%	-28%	3%	-17%	1.0%	-1.2%	2%
Cc1cccc(N(CC(N)=O)C2SC(=O)NC2=O)c1 (configuration not stated)	7%	0.2%	10%	7%	10%	0%	-6.9%	0.7%	5%
c1ccc(Cn2nnnc2CN2CCOCC2)cc1	-4%	-0.2%	18%	12%	2%	9%	-2.1%	0.4%	5%
Cc1ccc(NC(=O)CN2C(=O)S/C(=C\c3cccn3C)C2=O)cc1	2%	-0.1%	-1%	4%	10%	-3%	-0.6%	-2.1%	3%
O=[N+]([O-])c1ccc2ncnc(Nc3ccc4c(c3)OCCO4)c2c1	-1%	-0.5%	18%	5%	33%	65%*	22%	-2.1%	-3%
CCOC(=O)c1sc2nc(CSc3ccccc3)nc(NCCN(C)C)c2c1C	34%	0.3%	9%	-26%	2%	-41%	-1.7%	-1.1%	17%
CC(=O)N1N=C(c2c(-c3ccccc3)c3cc(Br)ccc3[nH]c2=O)CC1c1ccco1 (configuration not stated)	14%	-0.1%	1%	-17%	18%	3%	3.3%	-1.4%	9%
COc1c(/C=N/Nc2nc(N3CCCCC3)nc(N3CCCCC3)n2)cccc1[N+](=O)[O-]	-7%	-0.1%	7%	10%	7%	6%	-2.6%	3.6%	6%
O=C(c1ccccc1)c1ccccc1N/C=C/c1nnnn1-c1ccccc1	1%	-0.1%	12%	-12%	12%	16%	2.2%	-1.6%	6%
CC(C)(C)NC(=O)NC(=O)CSc1nnc(-c2ccccc2F)n1N	-4%	-0.1%	8%	-13%	12%	-19%	-4.7%	-0.6%	12%
O=C(O)CCn1c(=O)[nH]c(=O)n(CCC(=O)O)c1=O	-1%	-0.5%	-8%	-18%	10%	-44%	-3.3%	-1.4%	0%
CCN(CC1CCCO1)C(=O)c1cc(COc2cc(C)c(Cl)c(C)c2)on1 (configuration not stated)	x	-0.2%	-2%	6%	-23%	-30%	3.1%	1.4%	0%
CCc1cccc(C)c1NC(=O)C1CC=CCC1C(=O)O (configuration not stated)	5%	0.2%	-4%	-63%[20 µM]	-12%	-18%	-2.8%	-1.1%	5%
O=C(Nc1ccc(N2CCOCC2)c(F)c1)c1ccncc1	16%	0.1%	0%	-72%	6%	13%	3.3%	-1.0%	13%
COc1ccc(S(=O)(=O)N2CCN(Cc3cccnc3)CC2)cc1	x	0.0%	1%	12%	2%	-17%	4.2%	-0.1%	10%
CC(Oc1ccccc1F)C(=O)NNC(=O)CCNC(=O)c1ccccc1Cl (configuration not stated)	22%	0.0%	16%	19%	-2%	-27%	-5.3%	2.2%	4%
Cc1cccc(NC(=S)NCCc2ccc(Cl)cc2)c1C	-3%	-0.2%	-14%	-16%[20 µM]	-47%	-24%	6.6%	-2.9%	1%
CC(C)(C(N)=O)c1ccccc1	5%	0.2%	6%	-18%	7%	-2%	3.8%	2.0%	3%
COCCCNC(=O)c1c[nH]c2ccc(S(=O)(=O)N3CCc4ccccc43)cc2c1=O	2%	0.0%	6%	-28%	37%	42%	4.7%	2.9%	0%
CCn1c(/C=C/c2cc[n+](C)cc2)nc2ccccc21	21%	0.2%	7%	-30%[20 µM]	1%	-17%	-3.7%	5.6%	6%
C=CCn1cnc2c(c1=O)c1nc3ccccc3nc1n2-c1ccccc1	x	-0.1%	14%	4%	8%	-14%	1.7%	5.4%	x
COCCNC(=O)C(c1ccc(C)cc1)N(C(=O)CCC(=O)Nc1ccccn1)c1ccc(C)cc1 (configuration not stated)	4%	0.1%	-2%	-3%	0%	-17%	-4.4%	-0.9%	3%
Cc1cc(N)n(-c2ccc(C)c(C)c2)n1	5%	0.2%	-1%	-2%	-18%	-22%	-0.6%	-1.3%	1%
COc1ccc(Br)cc1/C=N/NC(=O)c1cc(Br)ccc1O	12%	-0.3%	18%	-33%	15%	-23%	2.8%	50%	x
Cn1c(=O)c(Oc2ccc(Cl)cc2)c(O)c2ccccc21	27%	0.6%	2%	-18%	21%	-58%	0.2%	3.1%	-1%
O=C(Nc1ccc(OC(F)(F)C(F)F)c(NC(=O)c2cccc(F)c2)c1)c1cccc(F)c1	10%	0.0%	8%	-135%	-22%	-35%	4.0%	1.7%	3%
CCOC(=O)c1[nH]c2ccc(OC)cc2c1NC(=S)N1CCN(c2ccccn2)CC1	11%	-0.6%	1%	-20%	8%	-1%	-7.6%	2.2%	17%
COc1ccc(C(=O)Nc2ccccc2C(=O)NCc2ccco2)cc1	6%	0.0%	16%	-12%	20%	-8%	-0.1%	0.7%	2%
Cc1ccc(NC(=O)CN2C(=O)C3CCCCN3C(=O)c3ccccc32)cc1 (configuration not stated)	2%	-0.2%	6%	4%	5%	2%	5.4%	-2.4%	14%
CCOC(=O)c1c(NC(=O)C2C3C=CC(CC3)C2C(=O)O)sc(C)c1CC (configuration not stated)	22%	0.3%	-4%	-2%	6%	-10%	1.2%	5.1%	4%
O=C1c2ccccc2S(=O)(=O)N1CC(O)COc1ccc(Br)cc1 (configuration not stated)	-2%	-0.5%	-6%	-45%	-1%	-20%	0.8%	7.5%	-5%
c1cncc(CSc2nnc3ccc(-c4ccncc4)nn23)c1	10%	0.5%	7%	9%	16%	-3%	-6.0%	-1.3%	-3%
COc1ccc(N(CC(=O)NCCc2ccccc2)C(=O)CCC(=O)Nc2ccccn2)cc1	12%	-0.2%	-8%	8%	20%	-35%	-5.5%	2.1%	6%

Part of the list above, reformatted:
smiles: CC(Oc1ccccc1F)C(=O)NNC(=O)CCNC(=O)c1ccccc1Cl (configuration not stated)
- Large T inhibition = 22%
- GPR55 activation = 0.0%
- GPR55 antagonists = 16%
- KOR beta-arrestin-2 = 19%
- HEK293 NOD2/NF-kB = -2%
- NOD1 NF-kB reporter = -27%
- KOR beta-arrestin-1 = -5.3%
- HIV peptide binding = 2.2%
- MgcRacGAP inhibition = 4%
smiles: Cc1cccc(NC(=S)NCCc2ccc(Cl)cc2)c1C
- Large T inhibition = -3%
- GPR55 activation = -0.2%
- GPR55 antagonists = -14%
- KOR beta-arrestin-2 = -16%[20 µM]
- HEK293 NOD2/NF-kB = -47%
- NOD1 NF-kB reporter = -24%
- KOR beta-arrestin-1 = 6.6%
- HIV peptide binding = -2.9%
- MgcRacGAP inhibition = 1%

Assay outcomes (PubChem BioAssay)
